# From PubChem BioAssay
# NCI-60 one-dose screen, 48 h, at 10 µM unless noted. Numbers give growth in % (100 = growth as untreated, 0 = no growth, -100 = all killed).
# SK-MEL-28: SK-MEL-28 melanoma. 81,000 compounds, 4.1% hits. AID 1794761
# UACC-62: UACC-62 melanoma. 81,000 compounds, 5.4% hits
# BT-549: BT-549 breast cancer | 78,000 compounds, 4.4% hits
# SK-MEL-2: SK-MEL-2 melanoma; 77,000 compounds, 4.7% hits; AID 1794763
# UACC-257: UACC-257 melanoma. 78,000 compounds, 4.4% hits. AID 1794764
# MALME-3M: MALME-3M melanoma; 78,000 compounds, 5.8% hits
# T-47D: T-47D breast cancer; 79,000 compounds, 5% hits; AID 1794792
# HS 578T: HS 578T breast cancer; 78,000 compounds, 4.1% hits; AID 1794788
# Numbers without * were called inactive; / = no result given; & = joins results of further samples. Rule for the calls: active = growth percent below 10; inactive = the rest.
# Sample of the layout (two entries):
no.	SMILES	SK-MEL-28	UACC-62	BT-549	SK-MEL-2
1	Cc1cc(=O)[nH]n1-c1cc(Cl)c(Cl)cc1N	108.8	/	93.9	/
2	CNC(=O)c1cc(Oc2ccc3nc(NC(=O)c4ccc5c(c4)OCCO5)sc3c2)ccn1	103.1	101.8	89.8	113.0

no.	UACC-257	MALME-3M	T-47D	HS 578T
1	103.3	/	94.6	131.7
2	95.0	92.5	92.1	111.5

# The listing, repeating the preview:
no.	SMILES	SK-MEL-28	UACC-62	BT-549	SK-MEL-2
1	Cc1cc(=O)[nH]n1-c1cc(Cl)c(Cl)cc1N	108.8	/	93.9	/
2	CNC(=O)c1cc(Oc2ccc3nc(NC(=O)c4ccc5c(c4)OCCO5)sc3c2)ccn1	103.1	101.8	89.8	113.0
3	N#Cc1nnn(-c2ccc(Cl)cc2)c1N	107.3	88.2	104.7	109.2
4	C=CCc1ccc2c(c1)OC(CO)CO2 (centres undefined) (tested in a mixture with another compound)	116.8	97.3	103.5	100.8
5	CC1=C(C(=O)Nc2ccccc2)C(c2cccc3ccccc23)n2c(nc3ccccc32)N1 (centres undefined)	70.0	66.8	-2.2*	99.7
6	CCCCn1cnc(-c2cc(-c3ccc(F)cc3)cc(C(F)(F)F)c2)n1	103.7	87.5	108.5	/
7	CC(C)Cc1cc(-c2cc(CC(C)C)on2)no1	118.0	97.2	111.4	120.2
8	CCCOc1nc2c(c(=O)n(C)c(=O)n2C)n1C	92.7	103.2	108.9	118.8
9	CCCc1nc2c([nH]1)c(=O)n(C)c(=O)n2C	115.4	98.8	111.6	/
10	CCOC(=O)/C(=C\c1ccc(N(C)C)cc1)C(C)=O	104.8	97.2	100.3	110.7
11	CCOC(=O)C(=O)Nc1c(CC)cccc1C(C)CC (centres undefined)	113.0	110.4	105.3	124.7
12	Nc1ccc(S(=O)(=O)NC(CSSCC(NS(=O)(=O)c2ccc(N)cc2)C(=O)O)C(=O)O)cc1 (centres undefined)	106.2	95.4	93.4	117.2

no.	UACC-257	MALME-3M	T-47D	HS 578T
1	103.3	/	94.6	131.7
2	95.0	92.5	92.1	111.5
3	91.1	101.7	94.7	108.9
4	104.1	110.6	115.1	/
5	45.1	43.8	88.9	-13.9*
6	85.0	88.1	88.5	84.8
7	111.8	108.3	99.6	117.3
8	140.5	29.3	93.9	/
9	108.9	110.1	99.9	110.0
10	106.6	90.7	98.3	95.7
11	88.5	100.8	80.5	106.0
12	101.4	84.8	91.8	93.9

no.	SMILES	SK-MEL-28	UACC-62	BT-549	SK-MEL-2
13	COc1ccc2c(c1)c(CC(=O)[Se]CCC#N)c(C)n2C(=O)c1ccc(Cl)cc1	-1.3*	41.3	-59.8*	9.9*
14	O=c1[nH]c(=O)c2ccccc2o1	99.1&121.2	94.4&116.7	92.2&93.3	93.8&104.7
15	O=C(C(=O)N1CCOCC1)c1cn(C(=O)c2ccccc2)c2ccccc12	123.1	89.0	99.5	108.8
16	OCc1sccc1-n1cccc1	99.2	96.4	117.4	/
17	Cc1cn(N2C(=O)CSC2c2ccc(C3SCC(=O)N3n3cc(C)c(-c4ccccc4)nc3=S)cc2)c(=S)nc1-c1ccccc1 (centres undefined)	105.2	97.7	135.5	111.5
18	COc1ccc(CN2CCCN(Cc3ccc(OC)cc3)C2c2cc3ccccc3c3ccccc23)cc1	103.1	88.6	96.1	104.7
19	CC1(C)N=C(N)N=C(N)N1c1ccc(S(N)(=O)=O)cc1	106.0	94.5	96.9	109.9
20	Cc1[nH]nc2ncc(C#Cc3cncc(C(=O)Nc4ccc(CN5CCN(C)CC5)c(C(F)(F)F)c4)c3)cc12	-11.4*	-15.8*	64.5	-44.6*
21	Cc1nc(-c2cc3ccccc3oc2=O)ccc1C(=O)/C=C/c1ccc2c(c1)OCO2	106.2	95.5	115.1	121.9
22	COc1ccc(C)c(NC(C)=O)c1	116.3	112.3	110.5	107.2
23	Cc1ccc(O)c(Cc2ccccc2Cl)c1	93.3	83.2	93.3	87.8
24	O=C(Cn1nncc1CN1C(=O)CSC1=O)Nc1ccc(O)cc1	/	95.8	98.8	104.0

no.	UACC-257	MALME-3M	T-47D	HS 578T
13	6.7*	-68.3*	66.7	-14.2*
14	97.6&102.6	103.0&98.7	95.5&95.3	115.0
15	109.6	111.0	94.6	115.0
16	103.8	97.9	106.9	103.8
17	97.8	103.6	104.9	103.5
18	/	89.0	86.8	90.7
19	100.8	94.9	91.1	108.9
20	14.7	-28.5*	32.6	9.2*
21	110.6	99.9	100.3	98.9
22	100.6	/	93.2	110.2
23	91.3	94.0	99.1	71.7
24	100.2	96.9	105.9	97.4

no.	SMILES	SK-MEL-28	UACC-62	BT-549	SK-MEL-2
25	O=S(=O)(O)c1ccc(-c2ccccc2)cc1	107.1	94.3	107.7	101.7
26	Nc1nnc(-c2c[nH]c3ncc(Br)cc23)c(-c2c[nH]c3ccc(F)cc23)n1	29.8	15.6	54.4	25.3
27	CC(=O)OCCC(OC(C)=O)c1ccccc1 (centres undefined)	108.5	80.5	102.1	101.3
28	O=C1NC(=O)/C(=C/c2ccccc2OCc2cc3ccccc3nc2Cl)S1	101.9	52.0	78.7	88.6
29	CNc1ccc(Cl)cc1-c1n[nH]c(=O)[nH]c1=O	107.4	101.9	105.2	/
30	COc1ccc2c(c1)/C(=C\c1c[nH]c3ccc(Br)cc13)C(=O)N2	101.5	78.7	109.5	111.6
31	COc1ccc2nc(C)c(C3=NNC(c4cc(OC)c(OC)c(OC)c4)C3)nc2c1 (centres undefined)	101.7	82.2	109.7	115.6
32	O=NN(c1cccc(C(F)(F)F)c1)c1ccccn1	100.0	90.7	104.6	98.8
33	Cc1ccc(NC(=O)c2sc3nc4c(cc3c2N)C(=O)CCC4)c(Br)c1	107.7	95.4	113.8	/
34	Cc1[nH]ccc2c1[nH]c1cc(=O)ccc12	114.2	90.9	81.3	104.0
35	N#Cc1c(-c2ccc([N+](=O)[O-])cc2)cc(-c2cccc(OCC(=O)O)c2)[nH]c1=O	94.2	79.7	80.6	116.9
36	NC(=O)CCC(N)=O	112.0	105.1	106.8	96.0

no.	UACC-257	MALME-3M	T-47D	HS 578T
25	108.3	153.0	93.1	111.7
26	44.9	13.7	38.2	28.0
27	97.5	95.6	103.1	98.3
28	89.4	82.8	75.3	28.8
29	/	87.3	96.6	88.9
30	102.3	134.4	46.9	86.9
31	107.5	105.2	69.3	103.9
32	118.5	117.6	109.2	120.3
33	96.2	95.8	89.7	100.8
34	105.2	102.2	81.7	97.8
35	103.8	85.9	63.2	/
36	107.2	108.5	102.8	99.2

no.	SMILES	SK-MEL-28	UACC-62	BT-549	SK-MEL-2
37	CCCN(CCC)CCC#N	117.8	108.9	94.4	90.8
38	COc1ccc(N2C(=O)/C(=C/C(Cl)=C/c3ccc([N+](=O)[O-])cc3)SC2=S)cc1	13.7	-25.2*	-4.7*	37.4
39	Nc1nc(Cl)cc(Nc2ccccc2Br)n1	109.0	98.7	102.2	106.0
40	CCN(CC)CCC(C)=O	105.5	100.7	/	107.3
41	Cc1ccc(Nc2c(O)nc[nH]c2=O)cc1	105.4	/	100.3	96.5
42	CCN(CC)c1ccc(-c2ccccc2)cc1	104.1	97.6	/	/
43	N#Cc1c(-c2cccc(Cl)c2)cc(-c2cccc(Cl)c2)[nH]c1=O	78.5	45.2	52.4	67.0
44	CCSc1nc(NC)c2c(C)csc2n1	101.2	91.8	90.2	102.9
45	S=C(N/N=C\c1ccccc1Cl)N/N=C/c1ccccc1Cl	106.8	96.7	/	/
46	Nc1nc(SCc2ccccc2)c2ncn(C3CCCO3)c2n1 (centres undefined)	114.5	100.1	100.5	107.6
47	Cc1nc2c(c(-c3ccccc3)n1)Cc1c(ccc3ccccc13)O2	107.0	83.8	90.0	112.2
48	CCc1cccc(Sc2cc(C(=O)N3Cc4ccc(OCCN(C)C)cc4C3)ccc2O)c1	90.8	66.5	70.1	88.2

no.	UACC-257	MALME-3M	T-47D	HS 578T
37	107.9	98.6	93.8	/
38	48.2	26.4	-14.9*	26.3
39	113.6	111.7	89.9	109.3
40	91.0	196.6	99.1	119.5
41	106.3	103.5	/	122.2
42	109.4	93.6	98.5	104.5
43	90.2	69.0	79.2	56.8
44	98.4	101.7	93.0	91.9
45	118.6	/	100.4	177.5
46	/	131.3	90.1	120.7
47	113.0	125.8	84.6	83.3
48	63.3	57.3	37.2	95.4

# Brought forward from above: three entries, then new ones.
no.	SMILES	SK-MEL-28	UACC-62	BT-549	SK-MEL-2
46	Nc1nc(SCc2ccccc2)c2ncn(C3CCCO3)c2n1 (centres undefined)	114.5	100.1	100.5	107.6
47	Cc1nc2c(c(-c3ccccc3)n1)Cc1c(ccc3ccccc13)O2	107.0	83.8	90.0	112.2
48	CCc1cccc(Sc2cc(C(=O)N3Cc4ccc(OCCN(C)C)cc4C3)ccc2O)c1	90.8	66.5	70.1	88.2
49	Nc1cccc(C(=O)c2ccccc2C(=O)O)c1	111.3	98.3	100.8	101.4
50	COc1cc2c(cc1OC)CC(C)N=C2 (centres undefined)	112.7	100.7	106.6	111.2
51	Oc1c(Cl)cc(Cl)cc1C1N=NC2=C(CCCC2)N1O (centres undefined)	86.9	98.0	87.3	/
52	Cc1nn(CC(=O)O)c2c1C(=O)CC(C)(C)C2	104.9	91.0	104.5	113.4
53	COc1ccccc1N1CCN(C(=O)c2ccc(Cc3n[nH]c(=O)c4cccnc34)cc2)CC1	96.9	92.0	98.6	104.5
54	CC(=O)Nc1ccc(S(=O)(=O)CCc2ccccn2)cc1	109.1	101.8	108.1	86.8
55	CCCCN(N=C(c1ccccc1)c1ccccc1)c1ccccc1	113.9	94.4	/	102.6
56	COc1ccc(NC(=O)c2sc3nc(-c4cnccn4)cc(-c4cccs4)c3c2N)cc1	84.3	32.7	42.4	86.6
57	CCCn1c(NC(=O)c2cccc(C(N)=O)c2)nc2ccccc21	110.6&113.2	112.4&99.0	83.4&98.2	106.2&103.3
58	COc1ccc(-c2nc(N)nc(C)c2-c2ccc(Cl)cc2)c(O)c1	107.4	99.6	100.1	95.3
59	Nc1nc(-c2ccc(F)cc2)cc(-c2ccc(OCc3nc4ccccc4[nH]3)cc2)n1	96.6	72.3	80.3	84.4
60	O=c1[nH]n(-c2nnc3n2N=C(c2ccc(Br)cc2)CS3)c(=O)c2ccccc12	98.4	90.0	92.4	95.9

no.	UACC-257	MALME-3M	T-47D	HS 578T
46	/	131.3	90.1	120.7
47	113.0	125.8	84.6	83.3
48	63.3	57.3	37.2	95.4
49	98.2	111.6	113.5	/
50	94.8	/	104.0	96.4
51	94.6	83.8	65.5	102.8
52	96.9	117.8	103.8	102.2
53	107.4	105.3	93.1	86.8
54	91.0	89.4	92.3	96.9
55	107.8	117.7	91.8	109.6
56	85.1	86.5	67.8	73.7
57	135.9&119.8	93.3&103.0	104.9&94.2	122.4&121.5
58	100.8	97.9	69.0	110.2
59	89.2	73.1	55.3	97.4
60	99.1	96.3	97.6	85.8

no.	SMILES	SK-MEL-28	UACC-62	BT-549	SK-MEL-2
61	N#Cc1c(-c2ccc(Cl)cc2Cl)nc(SCC(=O)c2ccc(Br)cc2)[nH]c1=O	111.3	80.1	86.1	82.2
62	CCOC(=O)c1c2c(n3cccc(F)c13)C(=O)c1ncccc1C2=O	37.4	-33.4*	21.7	72.4
63	Oc1cccnc1CN1CCOCC1	105.0&106.7	94.5&100.9	115.0&118.5	132.3&97.5
64	Nc1nc(N)nc(-c2ccccc2-c2nc(N)nc(N)n2)n1	105.2	102.0	94.9	115.1
65	CCOc1ccc(NC(=O)CSc2oc(-c3ccccc3)nc2S(=O)(=O)c2ccccc2)cc1	104.1	65.1	80.0	95.4
66	CC(c1ccccc1)N1CSc2nc3ncncc3n2C1 (centres undefined)	96.9	20.6	59.0	57.2
67	CNC(=O)c1cc(N2CCc3cc(NC(=O)Nc4cccc(C(F)(F)F)c4)ccc32)ccn1	63.3	42.8	55.5	89.8
68	O=S(=O)(Nc1ncccn1)c1ccc(Nc2nc(-c3ccncc3)cs2)cc1	114.4	95.7	102.6	81.4
69	O=C(Nc1ncc(Cc2cccc(Cl)c2)s1)C1=NCCCN1	112.7	94.3	103.3	111.2
70	Cc1ccc2nc(NC(=O)CSc3nc(-c4ccccc4)c(C#N)c(N4CCOCC4)n3)sc2c1	98.6	62.4	87.8	94.7
71	CC(C)(C)Nc1nc2cc(Cl)c(Cl)cc2nc1S(C)(=O)=O	62.3	52.9	-29.7*	37.2
72	O=C1NC(=NC23CC4CC(CC(C4)C2)C3)N/C1=C\c1ccc2ncccc2c1	-3.0*	23.6	16.2	-6.0*

no.	UACC-257	MALME-3M	T-47D	HS 578T
61	98.3	/	74.2	101.7
62	12.7	25.6	54.5	31.5
63	98.2&99.6	106.4	93.1&93.1	105.5&114.6
64	146.4	94.6	106.7	/
65	93.9	72.3	68.8	96.3
66	44.5	38.2	34.0	64.2
67	69.6	75.2	25.1	54.3
68	124.7	110.7	102.2	90.9
69	99.4	110.4	93.0	100.3
70	98.9	101.6	79.1	78.4
71	70.6	-78.5*	31.3	56.8
72	50.6	2.2*	22.5	-15.3*

no.	SMILES	SK-MEL-28	UACC-62	BT-549	SK-MEL-2
73	CC(C)(C)c1cc(/C=N\O)cc(C(C)(C)C)c1O	100.3	94.6	112.7	/
74	CC(=O)O[C@H]1CC[C@]2(C)[C@H]3CC=C4[C@@H]5CC(C)(C)CC[C@]5(C(=O)NCCNCCN)CC[C@@]4(C)[C@]3(C)CC[C@H]2C1(C)C	-85.6*	-21.2*	92.8	82.5
75	Cn1cc(-c2csc(-c3c[nH]c4ccc(F)cc34)n2)c2cccnc21	57.4	39.6	57.4	41.2
76	COc1ccc(/C=C/C(=O)c2ccc(NC(=O)CSc3nnc(-c4ccc5nc(-c6ccccc6)[nH]c5c4)o3)cc2)cc1OC	113.1	94.7	89.6	104.6

no.	UACC-257	MALME-3M	T-47D	HS 578T
73	93.9	103.1	100.6	107.0
74	-42.3*	-71.2*	-46.5*	80.6
75	63.4	/	44.3	76.1
76	103.1	97.6	97.5	106.7
